Screens from PubChem.
S3 lipid droplet: qHTS Assay for Lipid Storage Modulators in Drosophila S3 Cells; 320,000 compounds, 0.64% hits; Potency in µM for hits, for the others lipid storage change, negative = inhibition, % at the top dose, mostly 46.1 µM; AID 2685; Drosophila S3 cells, BODIPY lipid droplet fluorescence, 18-24 h; cells fed with added oleic acid; active = well fitted inhibition curve with a large enough effect in the signal ratio, with a control signal flat, not every such curve was filed as active; inconclusive = small, poorly fitted or top-dose-only effect, or effect the other way, or a change in a side signal; the % refers to the signal ratio
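Drosophila S3 cells got compounds at several concentrations plus oleic acid (400 uM solution). Laser-scanning cytometry with 488 nm excitation read lipid droplets at 500-530 nm and cells at 575-640 nm. Percent activity was relative to 20 uM Triacsin C.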
S3 lipid droplet cell count max: also measured in S3 lipid droplet; calls as there; cell number change, %; measured here: cell count max response;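 cells counted by Cell Tracker Red CMTPX staining in the red channel; peak over a dose series mostly up to 46.1 µM; percent activity relative to internal control wells on each plate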
The depositor's hits bear a star; i = inactive; ? = inconclusive; / = no result given. % is set by controls: 0 for no effect and ±100 for the full control effect; potency is the fitted concentration of half-maximal effect. A portion of the library; count on the stated rates, not on these rows.

no.	smiles	S3 lipid droplet	S3 lipid droplet cell count max
1	Cc1cc(-c2ccccc2)nc(N(C)NC(=O)C(C)(C)C)c1S(C)(=O)=O	?	/
2	COc1ccc(Cl)cc1NC(=O)C1Cc2ccccc2CN1S(C)(=O)=O (centres undefined)	i	/
3	O=C(Nc1ncccc1O)c1cccc(S(=O)(=O)N2CCc3ccccc32)c1	?	/
4	CCn1c(O)c(N=NC(=O)c2cccc(S(=O)(=O)N3CCCCC3)c2)c2ccccc21	?	/
5	O=C(NNS(=O)(=O)c1ccc(F)cc1)C1CCN(Cc2cccc(F)c2)CC1	?	/
6	COc1ccc(/C=C/C(=O)O)cc1Cl	-5%	11
7	O=C(COC(=O)c1ccc(F)cc1)NCCCc1ccccc1	-23%	-13
8	CC(C)c1nc(CNC(=O)CC2C(=O)NCCN2Cc2ccoc2)cs1 (centres undefined)	-1%	1
9	Cc1ccc(S(=O)(=O)N2CCCC2CNC(=O)c2ccc3c(c2)OCO3)cc1 (centres undefined)	?	/
10	CC(C)c1cc(C(F)(F)F)n2nc(C(=O)O)cc2n1	?	/
11	COc1ccc(CN2CCNC(=O)C2CC(=O)N2CCCN(C(C)=O)CC2)c(OC)c1 (centres undefined)	?	/
12	Cc1cccc(NC(=O)CCS(=O)(=O)c2ccc(Cl)cc2)c1	11%	-4
13	CCc1ccccc1NC(=O)Cn1cccc1C1=NC(c2ccccc2)CO1 (centres undefined)	17%	8
14	COc1cc(C(=O)O/N=C(\N)c2ccc([N+](=O)[O-])cc2)cc(OC)c1OC	?	/
15	CC(=O)Nc1ccc(NC(=O)C(Sc2ccccc2)c2ccccc2)cc1 (centres undefined)	?	/
16	CCOc1ccc(NC(=O)CSc2nnc(-c3ccncc3)n2CC2CCCO2)cc1 (centres undefined)	?	/
17	Nc1nc(NCC2CCCO2)nc(Nc2cccc(F)c2)c1[N+](=O)[O-] (centres undefined)	0%	8
18	CCC1(C(=O)OC)NC(c2ccccc2OC)C2C(=O)N(C)C(=O)C21 (centres undefined)	-3%	0
19	COc1ccc(CNC(=O)CCSCc2ccc(C)cc2)cc1	?	/
20	O=C(Nc1ccc(S(=O)(=O)NCCc2ccccc2)cc1)c1ccc(Br)o1	i	-12
21	CC(Oc1ccc(-c2ccccc2)c(F)c1)c1ccn(S(=O)(=O)c2ccc(Cl)cc2)n1 (centres undefined)	?	/
22	Cc1ccccc1C(=O)NC(=S)Nc1ccccc1[N+](=O)[O-]	?	/
23	CCCc1nc2sc3ccccc3c(=O)c2c(=O)n1Cc1ccc(OC)cc1	10%	9
24	O=C(Nc1cccc(S(=O)(=O)N2CCOCC2)c1)c1cc2c(s1)CCC2	?	/
25	Cc1cc(C(=O)OCC(=O)Nc2cccnc2Cl)c2ccccc2n1	?	/
26	CCCn1c(CN2CCN(C(=O)c3ccco3)CC2)nc2cc(S(=O)(=O)N(C)C)ccc21	8%	6
27	N#C/C=C/N1CCN(Cc2ccc3c(c2)OCO3)CC1	-1%	6
28	O=c1ccc2cc3c([nH]c4ccc(Br)cc43)oc-2c1O	?	/
29	CC1(C(=O)OCC(=O)NC(=O)NCc2ccccc2)CC1(Cl)Cl (centres undefined)	26%	-15
30	Cc1cccc(C)c1OCC(O)CN1CCN(c2ccccc2)CC1 (centres undefined)	22%	15
31	COc1ccc(S(=O)(=O)N(CCc2ccccc2)CC(=O)NCCCO)cc1	?	/
32	CCOc1ccc(-c2nc(C#N)c(NCc3ccc4c(c3)OCO4)o2)cc1	18%	1
33	O=C(OCC(=O)N1CCN(c2ccccc2)CC1)c1cc(Cl)ccc1[N+](=O)[O-]	i	26
34	Cc1cccc(C(=O)c2cnc3ccccc3c2-c2ccccc2)c1	?	/
35	O=[N+]([O-])c1ncn(Cc2ccccc2Cl)n1	-11%	-20
36	COc1cc2c(cc1OC)CN(C(=S)Nc1ccc(Cl)cc1)CC2	-6%	3
37	O=C(CSc1nc2ccccc2nc1SCC(=O)N1CCOCC1)N1CCOCC1	?	/
38	CC1CC2C3CCC4=CC(=O)C=CC4(C)C3(F)C(O)CC2(C)C1(O)C(=O)CO (centres undefined)	?	/
39	COc1ccc(NC(=O)CN(c2ccccc2F)S(=O)(=O)c2ccc(C)cc2)c(OC)c1	?	/
40	Cc1ccc(OCc2nnc(SCC(=O)Nc3ccc(N4CCOCC4)cc3)o2)cc1	i	6
41	COc1ccc(-c2cc(C(=O)NN)[nH]n2)cc1	?	/
42	C=CCOc1ccc(/C=C2\SC(N3CCCCC3)=NC2=O)cc1	-13%	0
43	O=c1[nH]c2ccccc2nc1/C=C(\O)C(F)F	10%	13
44	O=[N+]([O-])c1cc(S(=O)(=O)N2CCCCCC2)ccc1Cl	-17%	-8
45	COc1cccc(NC(=O)N2CCCC2C(=O)NC(C)C)c1 (centres undefined)	i	/
46	COc1cc(NC(=O)c2ccccc2[N+](=O)[O-])ccc1NC(=O)C(C)C	6%	1
47	CSCCC(NC(=O)c1cccc(C)c1)C(=O)OCN1C(=O)c2ccccc2C1=O (centres undefined)	?	/
48	Clc1ccccc1CNc1ncnc2nc[nH]c12	8%	3
49	CCc1ccc(-n2c(C)cc(/C=N/NC(=O)OC)c2C)cc1	7%	-7
50	O=C(NCCc1ccc(Cl)cc1)C1CCCN(S(=O)(=O)N2CCCCCC2)C1 (centres undefined)	?	/
51	COc1cc(NC(=O)CN2C(=O)NC(CC(C)C)C2=O)cc(OC)c1OC (centres undefined)	?	/
52	N#Cc1nc(-c2ccccc2Cl)oc1N1CCCCC1	?	/
53	COc1ccc(N(Cc2cc3cc(C)ccc3[nH]c2=O)C(C)=O)cc1	i	/
54	O=C(Cc1ccccc1Cl)N1CCN(c2ccccn2)CC1	?	/
55	CN(C)/C=C(\c1cnc(Cl)s1)S(=O)(=O)c1ccccc1	?	/
56	Cc1cccc(NC(=O)C(C)Sc2nc3ccccc3c(=O)n2CCCN2CCOCC2)c1 (centres undefined)	?	/
57	Cc1noc2ncnc(Sc3ccc(Cl)cc3)c12	?	/
58	O=C(CSc1ncccn1)NN=C1CCCCCCC1	-19%	13
59	S=C(NCc1ccco1)N1CCN(c2nc(-c3ccc(Cl)cc3)cs2)CC1	4%	-9
60	CCSC1=C(C#N)C(c2ccc(C)s2)CC(=O)N1 (centres undefined)	12%	5

The closing 6 compounds of the section above are carried over, then new ones follow.
no.	smiles	S3 lipid droplet	S3 lipid droplet cell count max
55	CN(C)/C=C(\c1cnc(Cl)s1)S(=O)(=O)c1ccccc1	?	/
56	Cc1cccc(NC(=O)C(C)Sc2nc3ccccc3c(=O)n2CCCN2CCOCC2)c1 (centres undefined)	?	/
57	Cc1noc2ncnc(Sc3ccc(Cl)cc3)c12	?	/
58	O=C(CSc1ncccn1)NN=C1CCCCCCC1	-19%	13
59	S=C(NCc1ccco1)N1CCN(c2nc(-c3ccc(Cl)cc3)cs2)CC1	4%	-9
60	CCSC1=C(C#N)C(c2ccc(C)s2)CC(=O)N1 (centres undefined)	12%	5
61	Cn1cccc1CC(=O)NNC(=S)Nc1ccc(Cl)cc1	?	/
62	CCc1sc(C(=O)NCCc2ccc(S(N)(=O)=O)cc2)cc1Br	?	/
63	CCOC(=O)c1cnc2c(C)cccc2c1NCc1ccco1	22%	/
64	O=C(COC(=O)c1ccc(F)c(S(=O)(=O)N2CCOCC2)c1)c1ccc(Cl)cc1	?	/
65	CCCCN1C(=O)C(O)=C(C(C)=O)C1c1ccc(OC)cc1OC (centres undefined)	1%	10
66	O=C(Cn1nnc2ccccc21)N/N=C\C=C\c1ccccc1	13%	-18
67	CCC(CC)=NNc1ccc(S(N)(=O)=O)cc1[N+](=O)[O-]	-5%	-11
68	Cc1ccc2c(c1)c1c(n2CC(O)Cn2nc(C)c(Br)c2C)C(=O)CCC1 (centres undefined)	?	/
69	Cc1cc2ccccc2n2c(SCC(=O)Nc3ccc(S(=O)(=O)N4CCC(C)CC4)cc3)nnc12	?	/
70	Cc1ccc(N(C(=O)Cn2nnc3ccccc32)C(C(=O)NCc2ccco2)c2cccnc2)cc1 (centres undefined)	i	/
71	CCOC(=O)N1CCN(C(=S)Nc2cc(S(=O)(=O)N3CCOCC3)ccc2Cl)CC1	?	/
72	S=C(NCC1CCCO1)N1CCN(c2ccc(Cl)c(Cl)c2)CC1 (centres undefined)	7%	16
73	CCOC(=O)/C=C1\SC(C)C(=O)N1CC(=O)N(CCC#N)c1ccccc1 (centres undefined)	4%	-10
74	CC(=O)Nc1ccc(S(=O)(=O)Nc2ccc(S(=O)(=O)Nc3nccs3)cc2)cc1	?	/
75	O=C(O)c1cccc(CN2C(=O)c3ccccc3C2=O)c1	?	/
76	CCCCn1c(N)c(N(CCOC)C(=O)c2cc3c(s2)CCC(C)C3)c(=O)[nH]c1=O (centres undefined)	?	/
77	COc1ccc(C2(CNC(=O)Cc3ccc(OC)c(OC)c3)CCCC2)cc1	2%	13
78	C=CCOc1ccc2c(c1)C(=NO)c1cc(OCC=C)ccc1-2	?	/
79	O=C(CN1C(=O)c2ccccc2S1(=O)=O)NCc1ccccc1Cl	-1%	1
80	O=C(Nc1ccccc1F)Nc1ccccc1F	9%	-1

Entries of single compounds, looked up by structure.
Entry for COc1cc(NC(=O)CN2C(=O)NC(CC(C)C)C2=O)cc(OC)c1OC (centres undefined) : S3 lipid droplet: ?; S3 lipid droplet cell count max: /
Entry for CC1CC2C3CCC4=CC(=O)C=CC4(C)C3(F)C(O)CC2(C)C1(O)C(=O)CO (centres undefined) : S3 lipid droplet: ?; S3 lipid droplet cell count max: /

Additional compounds
no.	smiles	S3 lipid droplet	S3 lipid droplet cell count max
81	Cc1ccc(S(=O)(=O)NC(CC(C)C)C(=O)NCC(c2ccco2)N2CCCCC2)cc1 (centres undefined)	3%	0
82	Cc1ccc(OCC(=O)N/N=C/C=C/c2ccco2)cc1C	-13%	-19
83	CC(=O)Nc1cccc(C(=O)N/N=C/c2cccnc2)c1	?	/
84	CCOC(=O)C1C(=O)NC(C)C1c1ccccc1 (centres undefined)	1%	9
85	COc1ccc(Cl)cc1-c1n[nH]c(=S)n1C1CCCCC1	?	/
86	O=C(NCCCc1ccccc1)C1CCC(CNc2c(N3CCCCC3)c(=O)c2=O)CC1 (centres undefined)	?	/
87	Cc1nc2ccc(NC(=S)N3CCC(C)CC3)cc2nc1C	1%	-10
88	FC(F)(F)c1cc(-c2cccs2)nc(-n2cc(Cl)cn2)n1	?	/
89	COc1ccc2c(c1)C(=O)N1[C@H]3c4cc(OC)ccc4OC[C@@H]3[C@H](c3ccccc3)[C@]1(C)C(=O)N2	?	/
90	O=C1C=C(O)c2cccc(O)c2C1=O	12%	0
91	CCOc1ccc(-c2csc(Cn3c(CN4CCN(C)CC4)nc4ccccc4c3=O)n2)cc1	6%	-2
92	CCCCCSc1nnc(-c2cc(Br)ccc2N)c(=O)[nH]1	0%	-5
93	O=C(N/N=C/c1ccc([N+](=O)[O-])o1)c1cc2ccccc2o1	?	/
94	Cc1cccc(NC(=O)NC2CC3CCC(C2)N3Cc2ccco2)c1 (centres undefined)	-4%	-12
95	CN(C)c1nc(-c2cccs2)cc(C(F)(F)F)c1C#N	?	/
96	CCc1ccc(OC)c(S(=O)(=O)NCc2cccs2)c1	?	/
97	COc1ccc(C(=O)Oc2ccc[nH]c2=O)cc1	2%	6
98	COc1ccc(Cl)cc1NC(=O)NCCCl	-2%	-4
99	CCOc1ccccc1N(CC(=O)N1CCCCCC1)S(=O)(=O)c1ccc(C)cc1	i	5
100	Cc1ccc(C(=O)c2cc3ccccc3o2)cc1[N+](=O)[O-]	?	/
101	CCn1c(SCC(=O)Nc2ccccc2F)nnc1-c1ccoc1C	?	/
102	CC1CCN(c2oc(-c3ccccc3F)nc2C#N)CC1	?	/
103	COCCNC(=O)CN1CCC(NC(=O)c2ccco2)CC1	6%	-1
104	OCC[C@@H]1C[C@@H](O)[C@H](O)[C@]2(Cc3ccccc3O2)O1	?	/
105	COCCNC(=O)C(=O)NCC1OCCN1S(=O)(=O)c1ccc(C)cc1 (centres undefined)	-20%	6
106	COc1ccccc1CNS(=O)(=O)c1cc(-c2cc(C)no2)ccc1C(C)C	?	/
107	CSc1cnn(Cc2ccccc2)c(=O)c1SCc1ccccc1	26%	18
108	CC1CN(S(=O)(=O)c2ccc(NC(=O)c3cc(-c4ccccc4O)n[nH]3)cc2)CC(C)O1 (centres undefined)	?	/
109	Cn1c2c(c(=O)n(C)c1=O)[C@@]1(C(=O)Nc3ccccc31)C(C#N)=C(N)O2	?	/
110	Cc1cccc(C(=O)c2c(N)sc3c2CCCC3)c1	4%	3
111	O=C1NC(=S)S/C1=C\c1coc2ccc(O)cc2c1=O	7%	15
112	CC(=O)c1ccc(NC(=S)N2CCN(c3ccccn3)CC2)cc1	15%	-3
113	COc1ccc(/C=N/NC(=O)CCc2ccccc2)cc1O	9%	-13
